TDP1 block – qHTS Assay for Inhibitors of Tyrosyl-DNA Phosphodiesterase (TDP1) | recombinant TDP1, AlphaScreen DNA substrate cleavage | Potency, µM (titrated, usually from 130 µM), inactives show at the highest dose activity change, negative = inhibition, hits mostly inhibitors | 0.28% of 350,000 active | AID 485290, 2010; further: nearly all actives have a fitted effect of over 40% in size
Target sequence (Q9NUW8 whole entry, looked up): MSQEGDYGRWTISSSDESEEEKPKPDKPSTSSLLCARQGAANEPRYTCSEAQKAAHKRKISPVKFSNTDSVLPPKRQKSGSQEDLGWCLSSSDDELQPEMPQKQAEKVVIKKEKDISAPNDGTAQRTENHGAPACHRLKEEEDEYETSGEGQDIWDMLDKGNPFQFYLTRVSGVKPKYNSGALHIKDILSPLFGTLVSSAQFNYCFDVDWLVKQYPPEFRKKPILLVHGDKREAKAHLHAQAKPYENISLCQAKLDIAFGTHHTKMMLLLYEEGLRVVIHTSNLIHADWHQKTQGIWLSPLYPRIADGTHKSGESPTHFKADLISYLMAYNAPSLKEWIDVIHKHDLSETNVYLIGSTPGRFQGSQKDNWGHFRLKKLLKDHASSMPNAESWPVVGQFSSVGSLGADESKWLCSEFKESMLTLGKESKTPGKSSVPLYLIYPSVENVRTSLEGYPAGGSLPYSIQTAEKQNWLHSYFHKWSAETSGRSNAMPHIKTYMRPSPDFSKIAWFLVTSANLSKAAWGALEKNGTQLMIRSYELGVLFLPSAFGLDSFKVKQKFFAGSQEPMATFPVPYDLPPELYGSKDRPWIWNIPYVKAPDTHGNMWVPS
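Enzyme-compound mixtures sat 15 min at room temperature, followed by a 5 min reaction with 15 nM final substrate and 10 min with AlphaScreen beads. Recombinant human Tdp1 was used at 1 nM final.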
DT40 TDP1 no CPT – qHTS for Inhibitors of human tyrosyl-DNA phosphodiesterase 1 (TDP1): qHTS in cells in absence of CPT; DT40 Tdp1-/- hTDP1 cells, no CPT, ATP luminescence, 48 h; Potency, µM (series often up to 46.2 µM), for the others: top-dose activity change, negative = growth inhibition, hits mostly inhibitors; 15% of 420,000 active; further: nearly all actives have a fitted effect of over 55% in size
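DT40 Tdp1-/-;hTDP1 cells, no CPT (DMSO vehicle only), 400 cells/well; compounds pin-transferred; ≥48 hr, 37 °C; CellTiter-Glo 30 min RT dark, luminescence read.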
TDP1 cell CPT – qHTS for Inhibitors of human tyrosyl-DNA phosphodiesterase 1 (TDP1): qHTS in cells in presence of CPT. 12% of 420,000 active. chicken DT40 Tdp1-/-;hTDP1 cells + 20 nM CPT, ATP luminescence, 48 h. AID 686979, 2013. Potency, µM (titrated, usually from 46.2 µM), inactives show top-dose activity change, negative = growth inhibition, most hits filed as inhibitors; further: nearly all actives have a fitted effect of over 55% in size
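Cell growth measured by CellTiter-Glo luminescence after a minimum 48 h, 37 C compound exposure with 20 nM CPT in Tdp1-knockout DT40 cells stably expressing hTDP1, seeded 400/well; qHTS titration format.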
An asterisk follows results filed as active; ? = inconclusive; nt = no result given; [ ] = another dose, or the depositor's remark. The call rests on the fitted dose curve; in most records, active means well fitted curve in the direction sought with a large enough effect; inconclusive means small, poorly fitted or top-dose-only effect, or another doubt; inactive means no such curve, though single readings can be large; an effect the other way counts as inactive or inconclusive. On the % scale 0 is the no-effect control and ±100 the full control effect; potency means the concentration at half of the fitted maximal effect.

[1] C/C(CCc1ccc2c(c1)OCO2)=N\N=C(/N)SC1CC(=O)N(c2ccc(Cl)cc2)C1=O (stereo not given)
[2] COc1ccc(OC)c(CN2C(=O)c3ccccc3C2c2nnnn2-c2ccc3c(c2)OCCO3)c1 (stereo not given)
[3] c1coc(CSSCc2ccco2)c1
[4] COc1ccc(C(=O)NCCc2cn3ccccc3n2)cc1
[5] O=C(CNC(=O)c1ccc(Br)cc1)N/N=C/c1ccc[nH]1
[6] Cc1cccc(-c2nsc(SCC(=O)c3ccc(Cl)cc3)n2)c1
Screen / compound no. | 1 | 2 | 3 | 4 | 5 | 6
DT40 TDP1 no CPT | -20.4% | 5.8µM* | ? | 14.6% | -1.0% | ?
TDP1 block | 3.9% | nt | 0.0%[56.1 µM] | 1.4% | 0.0% | 1.1%
TDP1 cell CPT | -20.9% | 6.51µM* | ? | -2.3% | -19.1% | ?

[7] Brc1ccc2[nH]ncc2c1
[8] O=C(C(=Cc1ccc(F)cc1)c1ccccc1)c1ccc(O)cc1
[9] NC(=O)CSc1nc2ccccc2n1Cc1ccccc1
[10] Cc1ccc(O)c(C2=Nc3ccccc3N=C(c3ccc([N+](=O)[O-])cc3)C2)c1
[11] O=Cc1cn(CCOc2ccccc2F)c2ccccc12
[12] N#Cc1cccc(-n2nnnc2-c2ccc3c(c2)OCO3)c1
Screen / compound no. | 7 | 8 | 9 | 10 | 11 | 12
DT40 TDP1 no CPT | -8.5% | ? | 24.3% | ? | ? | 3.6%
TDP1 block | 0.0% | nt | 2.7% | 8.1% | 0.4% | -2.2%
TDP1 cell CPT | -15.1% | 3.5% | -5.6% | -7.2% | ? | -3.3%

Profiles, looked up by structure.
NC(=O)CSc1nc2ccccc2n1Cc1ccccc1 in the list: DT40 TDP1 no CPT = 24.3%; TDP1 block = 2.7%; TDP1 cell CPT = -5.6%
Brc1ccc2[nH]ncc2c1 in the list: DT40 TDP1 no CPT = -8.5%; TDP1 block = 0.0%; TDP1 cell CPT = -15.1%

More results
[13] COC(=O)C[C@H]1C[C@H]2c3cc(NS(=O)(=O)c4cccc(OC)c4)ccc3O[C@H]2[C@@H](CO)O1
[14] CC(=O)N1CCN(C(=O)c2ccc(NS(=O)(=O)c3cc(C)ccc3C)cc2)CC1
[15] COc1ccc2c(CC(=O)NCc3cccs3)coc2c1
[16] COC(=O)c1ccc(CSc2nncn2N)cc1
[17] CC(=O)Oc1ccc(CC(C(=O)O)N2C(=O)c3ccccc3C2=O)cc1 (stereo not given)
[18] c1ccc(-c2noc(CN3CCN(c4cnccn4)CC3)n2)cc1
Screen / compound no. | 13 | 14 | 15 | 16 | 17 | 18
DT40 TDP1 no CPT | -7.6% | ? | -20.0% | -20.8% | -2.3% | ?
TDP1 block | nt | 0.2% | 6.0% | 0.6% | nt | nt
TDP1 cell CPT | -19.8% | ? | 4.2% | 2.1% | 5.5% | ?

[19] CCOc1ccc(NC(=O)CN(C)C(=O)Cc2ccc3c(c2)OCCO3)cc1OCC
[20] O=C(COC(=O)/C=C/c1ccccc1)NC(=O)NC1CCCCC1
[21] CN(C)C(CNC(=O)c1cc(Br)ccc1Cl)c1ccco1 (stereo not given)
[22] CCn1c(=NC(=O)c2ccc(S(=O)(=O)N3CCOCC3)cc2)sc2cccc(OC)c21
[23] O=C1N=C(c2ccccc2)S/C1=C\c1cccs1
[24] Cc1sc(NC(=O)c2cccc(N3C(=O)CCC3=O)c2)nc1-c1ccccc1
Screen / compound no. | 19 | 20 | 21 | 22 | 23 | 24
DT40 TDP1 no CPT | ? | -18.3% | -21.2% | 13µM* | -18.9% | ?
TDP1 block | nt | -2.5% | -2.6% | 4.8% | 8.0% | nt
TDP1 cell CPT | -18.5% | -9.1% | -1.7% | 14.6µM* | -27.0% | -4.8%

[25] Cc1cc(NC(=O)CSc2nncn2-c2ccccc2)no1
[26] CCOc1ccccc1OCC(=O)Nc1cc(C)on1
[27] COc1ccccc1N1C(=O)c2cccc3c(C(=O)O)ccc(c23)C1=O
[28] CCOc1ccc(NC(=O)c2ncn(-c3ccccc3)n2)cc1
[29] CCOc1cc(C(=O)Nc2cc(C)ccc2OC)ccc1OCC(=O)N1CCCCC1
[30] O=CN(CCNc1ccccc1)c1ccccc1
Screen / compound no. | 25 | 26 | 27 | 28 | 29 | 30
DT40 TDP1 no CPT | 4.9% | -0.3% | -22.9% | -27.3% | -23.1% | -0.2%
TDP1 block | -1.2% | -14.2% | 3.6% | 2.5% | 0.0% | nt
TDP1 cell CPT | -1.9% | -14.7% | -13.5% | -24.8% | -11.5% | 19.5%

[31] C[C@H](CO)N1C[C@H](C)[C@@H](CN(C)Cc2ccc(Oc3ccccc3)cc2)Oc2ccc(NC(=O)Cn3cnnn3)cc2C1=O
[32] Cn1c(=O)c2c(nc(NC3CCCCC3)n2CC(O)COc2ccccc2)n(C)c1=O (stereo not given)
[33] COc1ccc(-c2nc3cnc(N4CCN(C)CC4)nc3n(CCC#N)c2=O)cc1
[34] O=C1CS(=O)(=O)C2(C(=O)N(Cc3cccc(F)c3)c3ccccc32)N1c1ccccc1 (stereo not given)
[35] COC(=O)C1C(=O)NCC1c1ccc(OC)cc1 (stereo not given)
[36] CC(=C/c1ccccc1)/C=N/n1c(C)n[nH]c1=S
Screen / compound no. | 31 | 32 | 33 | 34 | 35 | 36
DT40 TDP1 no CPT | ? | 23.1µM* | 23.1µM* | ? | -1.9% | ?
TDP1 block | 5.1% | 3.0% | nt | 1.1% | 2.3% | 7.2%
TDP1 cell CPT | ? | ? | -24.4% | ? | -2.0% | 0.9%

Given tab-delimited: entries from further up.
cpd	Molecule	DT40 TDP1 no CPT	TDP1 block	TDP1 cell CPT
15	COc1ccc2c(CC(=O)NCc3cccs3)coc2c1	-20.0%	6.0%	4.2%
19	CCOc1ccc(NC(=O)CN(C)C(=O)Cc2ccc3c(c2)OCCO3)cc1OCC	?	nt	-18.5%
6	Cc1cccc(-c2nsc(SCC(=O)c3ccc(Cl)cc3)n2)c1	?	1.1%	?
35	COC(=O)C1C(=O)NCC1c1ccc(OC)cc1 (stereo not given)	-1.9%	2.3%	-2.0%
36	CC(=C/c1ccccc1)/C=N/n1c(C)n[nH]c1=S	?	7.2%	0.9%

The list continues.
[37] CCOC(=O)CNC(=O)N1CCC(CCOc2ccccc2)(C(=O)OCC)CC1
[38] COc1ccc(Cl)cc1-c1nc(SCC(=O)NC(C)C)n[nH]1
[39] COc1ccc(OCC(=O)NNC(=O)c2ccc3c(=O)n4c(nc3c2)CCC4)cc1
[40] CCOc1ccc(CNc2nc3nc(C)c(Cc4ccccc4)c(=O)n3[nH]2)cc1
[41] Cc1ccc(-c2[nH]ncc2/C=N/n2c(COc3ccccc3)nc3ccccc3c2=O)cc1
[42] COc1ccc(S(=O)(=O)N2CCC(C(=O)NC3(C)CCS(=O)(=O)C3)CC2)cc1OC (stereo not given)
Screen / compound no. | 37 | 38 | 39 | 40 | 41 | 42
DT40 TDP1 no CPT | ? | -23.1% | 10.3% | -20.2% | ? | -29.6%
TDP1 block | nt | 2.4% | -0.6% | -2.5% | -1.4% | -0.1%
TDP1 cell CPT | -3.5% | 6.2% | -5.3% | -19.2% | ? | -0.8%

[43] Cc1cnc(SCc2ccccn2)nc1C1CCCN(C(=O)c2ccc3[nH]c(C)c(C)c3c2)C1 (stereo not given)
[44] CCc1ccc(OC)c(-c2csc(N)n2)c1
[45] C[C@@H]1C(=O)O[C@H]2[C@H]1CC[C@@]1(C)C(=O)C=C[C@@](C)(O)[C@H]21
[46] Cc1sc2nc(SCC(=O)NCCCO)n(-c3ccccc3)c(=O)c2c1C
[47] CCCCN(CC)C(=O)Cc1ccccc1OC
[48] CS(=O)(=O)c1ccc(NC(=O)CN2C(=O)C3CCCCC3C2=O)cc1 (stereo not given)
Screen / compound no. | 43 | 44 | 45 | 46 | 47 | 48
DT40 TDP1 no CPT | ? | -0.7% | -5.3% | -5.5% | ? | 13.8%
TDP1 block | nt | 3.0% | 4.7% | nt | 1.5% | 1.6%
TDP1 cell CPT | -0.6%[9.04 µM] | 5.8% | 4.4% | ? | -25.9% | 16.4%

[49] O=S1(=O)c2ccccc2OC(COCc2ccccc2)CN1Cc1ccccc1 (stereo not given)
[50] CC(=O)c1cccc(NC(=O)NCc2cccs2)c1
[51] O=C(CN1CCOc2ccccc21)NC1CC1
[52] CCOc1ccc(NC(=O)c2ccccc2-c2ccccc2C(=O)O)cc1
[53] CCCNS(=O)(=O)c1cc(CN2C(=O)c3cccnc3C2=O)ccc1OC
[54] CCCCn1c(SCC(=O)N2CCN(c3ccccc3)CC2)nc2ccsc2c1=O
Screen / compound no. | 49 | 50 | 51 | 52 | 53 | 54
DT40 TDP1 no CPT | ? | 3.6% | 1.5% | -2.0% | 3.9% | ?
TDP1 block | -3.3%[56.1 µM] | 0.0% | nt | nt | nt | 7.3%
TDP1 cell CPT | ? | 5.3% | 9.7% | ? | 0.4% | 11.6µM*

[55] CC(NC(=O)CSC1=NCCS1)c1ccccc1 (stereo not given)
[56] Cc1ccc(S(=O)(=O)c2nc(NCCN(C)C)sc2Cl)cc1
[57] CCCc1nc(SCC(=O)Nc2ccc(S(=O)(=O)N(C)C)cc2)c2ccccc2n1
[58] CCOC(=O)c1ccc(Nc2nc(N)c3cc(OC)c(OC)cc3n2)cc1
[59] CCOC(=O)C1=C(CC)Nc2ccccc2N=C1NC(=O)c1cccc(S(=O)(=O)N2CCCC2)c1
[60] OCCOCCn1c(CCNc2nc(-c3ccc(F)cc3)cs2)nc2cc(C(F)(F)F)ccc21
Screen / compound no. | 55 | 56 | 57 | 58 | 59 | 60
DT40 TDP1 no CPT | -3.2% | ? | ? | 20.6µM* | ? | ?
TDP1 block | -2.7% | 3.0% | 1.1% | -2.1%[12.3 µM] | 2.1% | nt
TDP1 cell CPT | 7.8% | ? | ? | 7.31µM* | -21.8% | ?

[61] CCOCCCn1c(=N)c(S(=O)(=O)c2ccccc2)cc2c(=O)n3cc(C)ccc3nc21
[62] COc1ccc(-c2cc(C(=O)N(C)Cc3ccc(F)cc3)c3ccccc3n2)cc1OC
[63] Oc1ccc(C[C@H]2CN([C@@H](Cc3ccccc3)CN3CCCC3CN3C(=S)NC[C@@H]3Cc3ccccc3)C(=S)N2CC2CCCCC2)cc1 (stereo not given in full)
[64] CC1=C(C(N)=O)C(c2ccc(F)cc2)n2nc(CCCO)nc2N1 (stereo not given)
[65] Cc1ccc(C)c(CSC2=NCCN2C(=O)Cc2ccc([N+](=O)[O-])cc2)c1
[66] COc1ccc(C(C(=O)NC2CCCC2)N(C(=O)c2snc(C(N)=O)c2N)c2cccc(O)c2)cc1 (stereo not given)
Screen / compound no. | 61 | 62 | 63 | 64 | 65 | 66
DT40 TDP1 no CPT | 16.4µM* | ? | 16.4µM* | 4.1% | 18.4µM* | 13µM*
TDP1 block | 1.4% | nt | nt | nt | 5.7% | -0.1%[0.0935 µM]
TDP1 cell CPT | ? | 23.1µM* | ? | 4.6% | ? | ?

[67] CCCCNC(=O)c1cnn2c(C)c(Cc3c(F)cccc3Cl)c(C)nc12
[68] Cc1cccc(NC(=O)C2CC(=O)n3cnnc3S2)c1 (stereo not given)
[69] Cc1ccccc1NC(=O)CCc1c(C)nn(-c2ccc(N3CCOCC3)nn2)c1C
[70] Cc1cccc(N(CC(=O)NCc2ccco2)C(=O)CNS(=O)(=O)c2ccc(F)cc2)c1
[71] COc1ccc(C(=O)NCCn2cc(SCc3cccc(F)c3)c3ccccc32)cc1OC
[72] C=CCn1c(SCCOc2ccc(OC)cc2)nnc1C(C)NC(=O)c1ccc(OC)cc1 (stereo not given)
Screen / compound no. | 67 | 68 | 69 | 70 | 71 | 72
DT40 TDP1 no CPT | 3.66µM* | 5.8µM* | -1.0% | -29.8% | 4.61µM* | -19.2%
TDP1 block | 0.0% | -4.5% | 8.2% | 12.3% | 4.5% | 3.5%
TDP1 cell CPT | 7.31µM* | 4.61µM* | 4.9% | -29.3% | 9.2µM* | ?

[73] Cc1ccc(NC2=C(NCCO)C(=O)c3ccccc3C2=O)cc1
[74] CN(C)C(CNC(=O)c1ccc(NC(=O)c2cccs2)cc1)c1ccccc1 (stereo not given)
[75] Nc1nc(SCC(=O)Nc2ccc([N+](=O)[O-])cc2Br)n[nH]1
[76] O=S(=O)(c1cccs1)N1CCN(Cc2cccc(F)c2)CC1
[77] OCCNCc1ccc(OC2CCCC2)cc1
[78] O=C(O)c1ccc2c(c1)C(=O)N(CCc1c[nH]c3ccccc13)C2=O
[79] Cc1cccc2sc(N(Cc3cccnc3)C(=O)C3CCCCC3)nc12
Screen / compound no. | 73 | 74 | 75 | 76 | 77 | 78 | 79
DT40 TDP1 no CPT | ? | -10.2% | -9.1% | 2.6% | -17.9% | -15.8% | ?
TDP1 block | 8.3% | 7.4% | 5.5% | 1.0% | -1.1% | nt | 2.6%
TDP1 cell CPT | 13µM* | -12.6% | -7.2% | -23.6% | ? | -6.0% | ?
